# CCR6 antag – antagonists of human CCR6 receptor. inhibition, % at 20 µM. CHO-K1 CCR6 PathHunter beta-arrestin, luminescence, CCL20-stimulated. actives 0.49% (n = 340,000);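 active means compounds whose inhibition of the agonist-driven luminescence signal at 20 µM reaches about 50%, limit read from the data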;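 further: cells stimulated with CCL20 at 14 nM final; plate controls were DMSO with CCL20 for no effect and DMSO without agonist for full effect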
# Target sequence (P51684 whole entry, looked up): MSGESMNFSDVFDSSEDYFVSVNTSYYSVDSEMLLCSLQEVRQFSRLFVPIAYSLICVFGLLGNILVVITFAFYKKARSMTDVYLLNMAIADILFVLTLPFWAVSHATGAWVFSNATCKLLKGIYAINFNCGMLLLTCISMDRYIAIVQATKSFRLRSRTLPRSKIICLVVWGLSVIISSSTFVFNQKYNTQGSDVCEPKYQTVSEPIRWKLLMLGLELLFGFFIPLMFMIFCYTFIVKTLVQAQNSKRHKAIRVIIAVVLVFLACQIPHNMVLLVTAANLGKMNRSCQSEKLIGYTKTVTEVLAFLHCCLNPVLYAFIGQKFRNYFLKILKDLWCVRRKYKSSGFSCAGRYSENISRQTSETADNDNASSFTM
# Gli-Sufu antag – antagonists of Gli-Sufu signaling; Sufu-KO-LIGHT fibroblasts, Gli luciferase reporter luminescence; inhibition, % at 5 µM; actives 0.74% (n = 340,000);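 active means inhibition above about 55%, limit read from the data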;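 further: 0% = DMSO-treated cells and 100% = wells with medium but no cells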
# NR3A LBD binder – NR3A (human) ligand-binding domain modulation; AID 1259313; NR3A LBD differential scanning fluorimetry, Tm shift; 0% = protein alone, 100% = glycine-bound protein; Tm shift relative to glycine control, % at 25 µM; actives 2.5% (n = 340,000);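 active means melting temperature shift of at least 10% of the positive control shift, at one fixed dose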
# APOBEC3G inh – APOBEC3G (human) deaminase inhibition; inhibition, % at 20 µM; recombinant A3G, ssDNA deamination FAM/TAMRA fluorescence; Q9HC16; actives 0.28% (n = 330,000);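 active means inhibition of at least 40% at 20 µM, with no more than 30% in the related APOBEC3A deaminase screen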;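 further: plate controls were DMSO wells with A3G for no effect and wells lacking A3G enzyme for full effect; some compounds called inactive have numbers as strong as hits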
# EBI2 antag – EBI2 (human) antagonism. P32249. AID 651636. actives 0.81% (n = 360,000). inhibition, % at 5 µM. EBI2 beta-arrestin recruitment, luminescence, 7a,25-OHC stimulated; in the data active means inhibition above about 38%;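 further: enzyme fragment complementation signal reports receptor beta-arrestin coupling in cells; 0% = agonist plus DMSO wells and 100% = wells without agonist; some results beyond the cut were filed as inactive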
# Target sequence (P32249 whole entry, looked up, the tested form may be a part): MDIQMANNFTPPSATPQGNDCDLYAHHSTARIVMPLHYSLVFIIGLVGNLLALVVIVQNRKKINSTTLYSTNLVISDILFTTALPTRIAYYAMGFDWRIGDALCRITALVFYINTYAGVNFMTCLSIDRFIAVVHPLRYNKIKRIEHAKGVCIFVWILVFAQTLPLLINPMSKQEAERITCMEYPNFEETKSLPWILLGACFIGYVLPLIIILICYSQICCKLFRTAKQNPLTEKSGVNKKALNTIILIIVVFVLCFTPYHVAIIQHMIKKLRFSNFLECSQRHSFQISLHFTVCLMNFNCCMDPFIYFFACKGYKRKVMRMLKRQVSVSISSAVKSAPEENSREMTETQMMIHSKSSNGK
# A3A deaminase – blocks human APOBEC3A ssDNA deamination; P31941; inhibition, % at 20 µM; recombinant A3A, FAM/TAMRA ssDNA deamination fluorescence; actives 0.41% (n = 330,000);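 active means at least 40% inhibition at 20 µM here, with at most 30% in a related deaminase screen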;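 further: plate controls were A3A with DMSO for no effect and wells lacking A3A enzyme for full effect; some results filed as inactive read as strong as hits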
# MPTP inh – blocks calcium-induced mitochondrial swelling | isolated mouse mitochondria, Ca2+ swelling absorbance, 30 min | inhibition, % at 10 µM | actives 1.4% (n = 360,000);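 active means inhibition of 50% or more, scaled per plate between neutral and stimulator controls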;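 further: 0% = DMSO wells given calcium and 100% = 1 mM EGTA wells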
# CXCR6 inh – CXCR6 (human) receptor inhibition | O00574 | CHO-K1 PathHunter CXCR6 beta-arrestin, luminescence | inhibition, % at 20 µM | actives 0.36% (n = 360,000); in the data active means inhibition above about 34%, passing the limit was not always enough;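 further: antagonist mode with CXCL16 agonist at 10 nM final; 0% = 10 nM CXCL16 with DMSO and 100% = unstimulated wells without agonist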
# Target sequence (O00574 whole entry, looked up): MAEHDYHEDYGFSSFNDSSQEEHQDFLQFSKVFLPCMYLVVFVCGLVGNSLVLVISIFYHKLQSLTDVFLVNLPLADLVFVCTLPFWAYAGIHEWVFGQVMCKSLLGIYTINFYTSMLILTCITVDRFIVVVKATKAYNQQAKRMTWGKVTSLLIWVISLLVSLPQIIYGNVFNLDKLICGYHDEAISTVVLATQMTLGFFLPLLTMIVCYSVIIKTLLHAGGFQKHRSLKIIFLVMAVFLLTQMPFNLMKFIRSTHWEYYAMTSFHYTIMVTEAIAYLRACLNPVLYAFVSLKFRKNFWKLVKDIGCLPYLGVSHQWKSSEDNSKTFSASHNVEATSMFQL
# * = called active by the depositor; x = no result given.
SMILES,CCR6 antag,Gli-Sufu antag,NR3A LBD binder,APOBEC3G inh,EBI2 antag,A3A deaminase,MPTP inh,CXCR6 inh
Cc1ccc(C2(C)NC(=O)N(CC(=O)N3CCN(C(=O)c4cccs4)CC3)C2=O)cc1 (centres undefined),1,-3,2,0,0,5,-1.5,-7
CCn1cc(CCC(=O)NC(C)c2ccccc2)c2ccccc21 (centres undefined),2,6,0,-7,1,-4,-0.6,5
CC(=O)N1CCC2(CC1)CC(=O)c1cc(OCC(=O)N3CCOCC3)ccc1O2,0,6,-2,1,-10,4,1.6,-2
O=C(CSCc1cccc(CSCC(=O)Nc2ccc3ccccc3c2)n1)Nc1ccc2ccccc2c1,5,0,8,-3,7,0,-2.0,-6
COc1ccc(NC(=O)/C=C/C(=O)O)c(OC)c1,4,-8,-1,-8,7,-6,0.4,-8
COc1ccc(-c2cc(C(F)(F)F)c(C#N)c(SCC(=O)Nc3ccc(C)cc3)n2)cc1,10,0,1,-4,-6,-12,5.8,1
CCCCOc1ccccc1C(=O)N(Cc1ccc(C)o1)C1CCS(=O)(=O)C1 (centres undefined),4,5,-3,-9,-4,-3,-0.8,-4
CCN1CCN(C(=O)c2ccccc2NS(=O)(=O)c2ccc(Cl)cc2)CC1,-2,-5,-3,-7,-1,-2,0.2,-11
CCOC(=O)NC(=O)/C(C#N)=C\Nc1sccc1C(=O)OC,10,7,-1,-6,3,-4,0.3,5
O=S(=O)(/N=C(/Nc1ccc(F)c(F)c1F)c1ccccc1)c1ccccc1,4,7,-10,-5,0,-3,1.3,-4
CC1CN(S(=O)(=O)c2cc(C(=O)NCCCN3CCCC3=O)ccc2Cl)CC(C)O1 (centres undefined),-1,0,0,-7,-1,-2,2.0,-10
Cc1ccc(S(=O)(=O)/C(C#N)=C/c2c(N3CCN(C)CC3)nc3ccccn3c2=O)cc1,15,5,5,13,-9,-1,-0.9,0
COc1ccc(NC(=O)Nc2ccc(CC(=O)O)cc2)cc1,8,-1,-2,0,-5,0,1.2,-6
CCC(OC(=O)C(CC(C)C)NC(=O)c1ccccc1)C(=O)Nc1nnc(C)s1 (centres undefined),-2,2,-1,-7,5,0,0.5,-1
Cc1ccc(-c2nn(CCC(=O)O)cc2/C=C\C(=O)c2ccc(Br)cc2)cc1,15,-20,1,-7,4,1,-1.9,3
COc1ccc(NC(=O)CN(C)CC(=O)Nc2sc3c(c2C(N)=O)CCC3)cc1,12,3,0,-8,3,1,-0.9,6
CC1(C)Cc2c(cnn2-c2ccccc2)C(NC(=O)CCCN2CCCC2=O)C1 (centres undefined),7,-6,3,-7,6,1,-1.8,0
COc1ccccc1N1CCN(C(=O)c2ccc(NC(C)=O)cc2)CC1,7,-9,1,-10,-25,-6,-0.1,2
O=C(c1ccc(C#CC2(O)CCCCC2)cc1)N1CCN(C(c2ccccc2)c2ccccc2)CC1,1,-9,12*,-1,39,3,-3.2,13
O=C(CCC(=O)N1CCOc2ccc(Cl)cc21)NCCCN1CCC(Cc2ccccc2)CC1,25,-11,-11,0,-5,2,3.9,5
Cc1nc(C(=O)O)sc1C1(C)CC(c2cccc([N+](=O)[O-])c2)=NO1 (centres undefined),8,-3,-1,-8,2,-5,-0.9,7
COCCNC(=O)C(c1ccc(F)cc1)N(C(=O)CCC(=O)Nc1ccccn1)c1cccc(C)c1 (centres undefined),7,11,0,-7,5,-6,-0.5,-5
CCn1c(CNc2ccc(Cl)cc2)nnc1SCc1ccc(C)cc1,3,-3,-9,5,9,4,-0.5,2
CCc1nnc(NC(=O)c2ccc(-c3cccc(C(F)(F)F)c3)o2)s1,-6,6,0,-7,0,-1,-0.5,7
CS(=O)(=O)N(CC(N)=O)c1ccc(F)c(Cl)c1,8,1,-1,-3,-13,-1,1.0,-19
O=C(Nc1cc(C2CC2)nn1-c1ccccc1)c1ccc(F)cc1,8,10,0,15,-1,3,-2.6,-1
COc1ccc(C(C(=O)NCC2CCCO2)N(C(=O)Cn2nnc3ccccc32)c2ccccc2C(C)=O)cc1OC (centres undefined),8,2,-2,-11,-5,-6,1.5,-5
O=C(NCc1cccnc1)NC1(C(F)(F)F)Oc2ccccc2O1,-3,39,-1,-3,-6,-1,4.6,-6
O=c1cc2ncc(-n3cc([N+](=O)[O-])cn3)cn2[nH]1,6,-5,-2,-13,8,-4,0.3,4
CCOc1ccc(CCNS(=O)(=O)c2cnc[nH]2)cc1OCC,-6,-7,2,0,7,0,-4.6,-6
COc1cccc2c1Oc1ncccc1N(C(=O)CCC(=O)NCc1ccccc1)C2,16,0,5,-7,-12,-4,-0.7,-1
Cc1oc(-c2cccc(Cl)c2)nc1CN1CCC(C(=O)NC2CC2)CC1,-2,9,-1,13,-10,-4,0.2,3
CC(=O)c1ccc(NS(=O)(=O)c2cccc(C(=O)Nc3ccccc3C(=O)O)c2)cc1,-23,-21,-3,-5,2,-6,-1.2,-6
CSc1cccc(NC(=O)C(C)C)c1,8,0,1,-7,-2,-2,-2.0,-8
Cc1ccc(NC(=O)COCC(=O)Nc2ccc(C)cc2)cc1,-7,15,-1,0,2,1,0.2,1
CCc1ccc(C2C3=C(CC(C)(C)CC3=O)Nc3c2c(=O)[nH]c2nc(C)nn32)cc1 (centres undefined),8,6,0,-6,-16,-2,3.7,-6
COc1cccc2[nH]c3c(N4CCC(C(N)=O)CC4)ncnc3c12,-4,9,-16,-5,-8,0,0.5,-4
CC(=O)NCCc1ccc(C(=O)CSc2nnc(C3CC3)n2C2CC2)cc1,2,3,-1,-5,-5,3,-1.6,-1
O=C(COC(=O)c1cnccn1)c1ccc2c(c1)CCCC2,-1,2,1,-7,10,-1,1.2,9
O=C(c1cnc2ccccc2n1)N1CCN(c2ccc(C(F)(F)F)cn2)CC1,-15,3,-2,-5,-14,-4,0.2,1
Cc1ccc(-n2nnnc2SCC(=O)Nc2ccc3c(c2)COC3=O)cc1C,5,-6,-19,2,2,2,-3.0,-1
Cc1ccccc1OCC1CNC(=O)O1 (centres undefined),-4,-2,0,-7,-1,-1,-2.4,-4
Cc1cccc(N(CC(=O)NC2CCCC2)C(=O)CS(=O)CC(=O)Nc2ccc3c(c2)OCO3)c1C (centres undefined),4,29,1,-1,5,3,0.2,-1
CN(CC(=O)Nc1ccc(F)cc1)CC(=O)N1CCCCC1,-2,-1,-4,-2,-3,19,-2.5,5
O=C(c1ccccc1-c1ccccc1)N1CCN(c2ccccn2)CC1,13,5,-1,-7,-5,-3,-1.1,-2
CCC(C(=O)OCC(=O)N(C)c1c(N)n(Cc2ccccc2)c(=O)[nH]c1=O)c1ccccc1 (centres undefined),12,0,1,-4,-2,0,0.4,2
O=C(Nc1cccnc1)c1cnn2cccnc12,-1,-9,0,-1,-11,0,-1.1,10
CCN(CC)CCCNc1nc(N)c([N+](=O)[O-])c(NCCO)n1,3,-4,-1,-5,8,0,1.2,-2
COc1cccc(/C=N/Nc2ccc(Cl)nn2)c1OC,-8,-22,3,-6,-4,2,2.4,-7
CC(=O)N1CC=CC1(CC(C)C)C(=O)NCc1cc(F)cc(C(F)(F)F)c1 (centres undefined),3,16,1,-4,3,0,0.0,3
# The list goes on.
SMILES,CCR6 antag,Gli-Sufu antag,NR3A LBD binder,APOBEC3G inh,EBI2 antag,A3A deaminase,MPTP inh,CXCR6 inh
CCCCOc1ccc(S(=O)(=O)Nc2cc(OC)ccc2OC)cc1,10,11,-13,-4,5,-5,13,5
COc1ccc2nc(SCC(=O)NN)cc(C)c2c1,4,10,1,-11,-2,-1,1.8,-4
O=C(c1cnn2c(C(F)F)cc(-c3ccccc3)nc12)N1CCN2CCCC2C1 (centres undefined),-2,-9,0,-7,3,-6,1.5,0
COc1cccc(NC(=O)CSc2nnc(COc3ccc4c(c3)CCCC4)o2)c1,8,-2,2,1,13,2,0.0,6
c1coc(Cn2nnnc2CN2CCN(C3CCCC3)CC2)c1,-3,5,1,1,2,3,-0.3,0
O=C(O)CSc1ncnc2c1sc1nc(-c3ccccc3)c3c(c12)CCC3,-5,6,-1,-9,-3,-5,10,3
CC(C)(CCc1ccccn1)C(=O)CCCc1ccccn1,-1,3,0,x,-7,x,-2.1,4
Cc1cc2oc(=O)cc(CN3CCC(C)CC3)c2cc1Cl,10,-27,3,-4,12,-3,0.4,-2
Cn1cc(Br)c(C(=O)N/N=C/c2cc3ccccc3nc2Cl)n1,9,8,-1,-6,-4,-2,0.2,-12
O=C(O)C1Cn2c(nc3c(c2=O)C2(CCCC2)Cc2ccccc2-3)S1 (centres undefined),-2,-2,0,-1,5,1,-1.8,-2
CC1=C(C(=O)OCc2ccccc2)C(c2cccc3ccccc23)NC(=O)N1CCCC(=O)O (centres undefined),10,-4,-1,-9,3,-7,-1.3,2
O=C(CNC(=O)Cc1ccc(Cl)cc1)NCc1ccco1,-4,6,1,-10,6,5,-1.2,-7
Cc1ccc(N2CC(C(=O)N3CCOCC3)CC2=O)cc1Cl (centres undefined),9,-8,-3,1,-6,-4,-0.4,6
COc1ccccc1C(=O)Nc1ccc(N2CCCCC2)cc1,2,-105,-2,-4,-1,-1,-1.1,1
COc1ccc(OC)c(NC(=O)COc2ccc(S(=O)(=O)N3CCCC3)cc2)c1,-11,9,-1,-8,2,-2,-0.2,8
CC(C)[C@@H](C(=O)NCC1CCCO1)N1C(=O)N2CCc3c([nH]c4ccccc34)[C@@]2(C)C1=O (some centres undefined),8,3,-2,-8,0,-1,0.1,7
COCCNC(=O)C(c1ccc(F)cc1)N(Cc1ccco1)C(=O)CCC(=O)Nc1ccccn1 (centres undefined),19,9,0,-9,5,-2,-0.2,-3
O=C(c1cc([N+](=O)[O-])[nH]n1)N1CCSCC1,-1,-8,-2,2,6,0,2.4,3
CC(=O)N(c1ccccc1)c1nnc(-c2cnc(C)cn2)s1,4,-69,0,-12,-2,1,0.3,0
CCCc1cc(=O)[nH]c(SCC(=O)Nc2cc(S(=O)(=O)N3CCOCC3)ccc2Cl)n1,5,9,1,-6,1,-1,0.7,5
Cc1nn(CCCC(=O)NCc2ccco2)c(=O)c2nn(-c3ccccc3)c(C)c12,12,29,-2,-5,2,-6,-1.7,5
C=CCSC1=C(C#N)C(c2ccccc2)CC(=O)N1 (centres undefined),7,10,0,-4,-5,-1,1.6,8
COc1ccc(-c2oc(=O)n(C)c2-c2ccc(OC)cc2)cc1,13,29,-1,-9,8,-3,0.6,-7
CCOC(=O)CNC(=O)C12CC3CC(C1)CC(c1ccc(C)cc1)(C3)C2,13,-1,-1,-2,-2,-2,-0.5,1
CC(=O)Nc1ccc(NS(=O)(=O)c2ccc3c(c2)n(C)c(=O)n3C)cc1,12,-8,-1,-4,-11,1,5.7,-8
CC1CCCC(C)N1C(=O)COC(=O)c1cc(F)c(F)cc1Cl (centres undefined),7,7,1,-6,10,-3,-2.1,9
COc1ccc(N(CC(=O)N2CCc3ccccc3C2)S(=O)(=O)c2c(C)[nH]c(=O)[nH]c2=O)cc1,3,5,4,-6,12,-3,-0.9,-5
OCC1(Cc2ccc(Cl)cc2)CCN(CCCc2ccccc2)CC1,1,29,0,-5,7,-1,53*,13
Cc1cccc(OCCOC(=O)C2CCN(S(=O)(=O)c3ccc(C)c(C)c3)CC2)c1,26,1,9,-4,22,-2,-0.2,13

# 3 entries from above, tab-delimited:
Compound	CCR6 antag	Gli-Sufu antag	NR3A LBD binder	APOBEC3G inh	EBI2 antag	A3A deaminase	MPTP inh	CXCR6 inh
COc1ccc(-c2oc(=O)n(C)c2-c2ccc(OC)cc2)cc1	13	29	-1	-9	8	-3	0.6	-7
CCOC(=O)CNC(=O)C12CC3CC(C1)CC(c1ccc(C)cc1)(C3)C2	13	-1	-1	-2	-2	-2	-0.5	1
CC(=O)Nc1ccc(NS(=O)(=O)c2ccc3c(c2)n(C)c(=O)n3C)cc1	12	-8	-1	-4	-11	1	5.7	-8

# Assay outcomes: PubChem BioAssay, Sanford-Burnham Center for Chemical Genomics
